SUMO Mot1 rescue = blocks SUMOylation pathway, rescuing yeast Mot1-301 growth. S. cerevisiae Mot1-301 growth rescue, ATP luminescence, 38.5C; percent above DMSO median, 100 means doubled. growth rescue, % at 18.8 µM. 320,000 compounds, 1% hits;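 active = every valid replicate shows activation above 250% relative to neutral control wells; inactive = the rest, any valid replicate at or below 250%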;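 note: OY570 slx delta 5 strain wells were the positive control but not used for scaling; some compounds called inactive have numbers as strong as hits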
DAGLB inhibitor = blocks human DAGLB lipase activity; Q8NCG7; HEK293T DAGLB membrane lysate, EnzChek fluorogenic substrate; inhibition, % at 5.17 µM; 340,000 compounds, 0.059% hits; AID 504411; in the data active = inhibition above about 34%;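 note: 0% = enzyme with vehicle and 100% = wells lacking enzyme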
Target sequence (Q8NCG7 whole entry, looked up): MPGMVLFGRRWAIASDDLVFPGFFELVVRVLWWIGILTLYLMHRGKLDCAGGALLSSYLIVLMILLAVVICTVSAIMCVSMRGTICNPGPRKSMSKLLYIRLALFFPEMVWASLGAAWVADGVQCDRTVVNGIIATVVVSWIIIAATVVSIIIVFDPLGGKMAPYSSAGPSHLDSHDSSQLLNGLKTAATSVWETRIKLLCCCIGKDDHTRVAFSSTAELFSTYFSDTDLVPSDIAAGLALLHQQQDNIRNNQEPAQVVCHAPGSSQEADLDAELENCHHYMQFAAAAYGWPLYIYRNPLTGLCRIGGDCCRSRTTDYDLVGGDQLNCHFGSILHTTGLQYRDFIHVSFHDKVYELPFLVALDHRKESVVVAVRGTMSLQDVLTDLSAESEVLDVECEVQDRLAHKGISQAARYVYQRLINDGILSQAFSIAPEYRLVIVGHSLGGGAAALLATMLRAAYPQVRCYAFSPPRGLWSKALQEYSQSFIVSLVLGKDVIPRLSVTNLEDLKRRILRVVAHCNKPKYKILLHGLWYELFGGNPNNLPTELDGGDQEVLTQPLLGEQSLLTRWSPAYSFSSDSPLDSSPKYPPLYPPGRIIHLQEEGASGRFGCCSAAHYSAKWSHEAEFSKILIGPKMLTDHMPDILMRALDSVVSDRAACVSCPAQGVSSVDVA
AddAB inh = less growth of phage-infected E. coli with AddAB | inhibition, % at 11.9 µM | E. coli expressing H. pylori AddAB, absorbance growth | 330,000 compounds, 0.29% hits; in the data active = inhibition above about 12%;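 note: 0% = vehicle wells of infected cells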
Ecoli viability = counter-screen for AddAB inhibitors: E. coli growth inhibition; 330,000 compounds, 0.27% hits; inhibition, % at 11.9 µM; AID 449728; E. coli V3065 growth, OD600 absorbance, 18 h;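 active = inhibition above the campaign's mean inhibition across all tested compounds plus 3 SD, cut at about 9.9% in these data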;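 note: uninfected addAB+ strain grown without phage in ampicillin broth; 0% = DMSO wells and 100% = ciprofloxacin 0.95 µg/ml wells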
phage Ecoli inh = E. coli growth loss with phage present. growth absorbance. inhibition, % at 11.9 µM. AID 651602. 360,000 compounds, 0.26% hits; in the data active = inhibition above about 11%
PKA-R2B act = activates the human PKA-R2B holoenzyme complex | P22694+P31323 | PKA-R2B holoenzyme dissociation, Cy5-IP20 fluorescence polarization; R2B truncated from residue 108, S112A mutant; 0% DMSO only, 100% 113 µM cGMP | activation, % at 11.4 µM | 340,000 compounds, 0.079% hits;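 active = activation above a cutoff set at the mean over all compounds plus 3 SD, cut at about 18% in these data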;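 note: higher means more holoenzyme dissociation and a rise in polarization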
CDK5 p35 inh = blocks human CDK5/p35 kinase activity. 330,000 compounds, 0.01% hits. Q00535+Q15078. Recombinant CDK5/p35, ADP-Glo luminescence, 60 min. inhibition, % at 10 µM. AID 488839;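 active = highest replicate inhibition of at least 50% and at least 75% of replicates reaching 50%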;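 note: plate controls were DMSO neutral control for no effect and GW8510 at 10 µM for full effect; many of its hits are not listed in these tables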
HTR5A ag ctr = activates human HTR5A in OPRM1-OPRD1 agonist counter-screen | P47898 | HTR5A agonist assay, luminescence, cell-based | activation, % at 9.3 µM | 340,000 compounds, 0.61% hits | AID 504692; in the data active = activation mostly above about 9.5%, no sharp cut-off; inactive = mostly below about 7.6%;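 note: 0% = cells with vehicle only and 100% = reference agonist; strong numbers were not always called active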
Target sequence (P47898 whole entry, looked up): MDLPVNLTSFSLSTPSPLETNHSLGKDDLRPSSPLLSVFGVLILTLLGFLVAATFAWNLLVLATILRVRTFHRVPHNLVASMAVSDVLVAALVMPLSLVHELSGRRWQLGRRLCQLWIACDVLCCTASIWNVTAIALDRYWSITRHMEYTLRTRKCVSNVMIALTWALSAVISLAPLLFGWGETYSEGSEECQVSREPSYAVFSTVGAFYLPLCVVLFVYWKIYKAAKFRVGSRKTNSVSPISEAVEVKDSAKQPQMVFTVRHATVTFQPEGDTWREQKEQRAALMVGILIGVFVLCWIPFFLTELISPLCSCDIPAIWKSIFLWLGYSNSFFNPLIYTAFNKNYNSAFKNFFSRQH
PKA-R1A activ = PKA-R1A complex activation. PKA-R1A dissociation, Cy5-IP20 fluorescence polarization; scaled: DMSO 0%, 113 µM cGMP 100%. activation, % at 11.4 µM. 340,000 compounds, 0.083% hits. AID 504707;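 active = percent activation above the mean of all tested compounds plus 3 SD, cut at about 19% in these data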;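 note: higher means more PKAc released from R1A so a rise in polarization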
Tat transport = blocks Tat-dependent protein export in E. coli; AID 488895; 340,000 compounds, 0.036% hits; inhibition, % at 10 µM; E. coli MC4100 TorA-mCherry Tat export, fluorescence;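 active = mean replicate inhibition at least 50% and at least half of replicates individually reaching 50%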;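 note: exported cargo escapes ClpAP degradation while cytoplasmic cargo is degraded and loses fluorescence; 0% = median of neutral control wells and 100% = median of NaSCN control wells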
HTR5A inv ag = counter-screen for OPRM1-OPRD1 inverse agonists: human HTR5A inverse agonism; inhibition, % at 9.3 µM; 340,000 compounds, 0.083% hits; P47898; HTR5A cell line, luminescence; in the data active = inhibition mostly above about 23%, no sharp cut-off; inactive = mostly below about 18%;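 note: 0% = cells with DMSO and 100% = no-cell wells with DMSO; some compounds called inactive have numbers as strong as hits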
Starred values were filed as active, the others as inactive; i = inactive; · = no result given. Rows are unselected (roughly 2.3% active in at least one column).

entry	compound	AddAB inh	HTR5A ag ctr	Ecoli viability	Tat transport	phage Ecoli inh	HTR5A inv ag	CDK5 p35 inh	DAGLB inhibitor	PKA-R2B act	PKA-R1A activ	SUMO Mot1 rescue
1	OCCC1CN(C/C=C/c2ccco2)CCN1Cc1ccccc1 (stereo not given)	1.0	-2	1.6	-3	1.9	7	-0.2	1	-3	-7	16
2	CC12CCC3c4cc(CN5CCOCC5)c(O)cc4CCC3C1CCC2=O (stereo not given)	·	-2	·	3	2.9	7	-1.8	0	7	-6	·
3	O=C1NCCCC1C(=O)NCCNC(=O)C(F)(F)F (stereo not given)	0.6	9	-0.4	-5	3.9	-23	0.9	0	1	-5	-17
4	O=C(c1cccs1)n1nc(-c2ccc(Cl)cc2)nc1NCc1ccco1	1.2	-4	1.3	3	1.2	12	-0.2	-1	-6	-3	9
5	O=C(CN1CCCCCC1)Nc1ccccc1	3.9	0	0.4	-1	4.0	1	2.6	0	-2	-8	74
6	CCN(c1ccccc1)S(=O)(=O)c1cc(C(=O)Nc2ccccc2Cl)ccc1F	-0.6	6	2.3	9	4.0	11	-1.3	-10	-8	-10	22
7	Cc1cccc2cc3c(NC(=O)C(C)(C)C)nn(CC(C)C)c3nc12	2.2	-1	-0.2	-6	2.1	4	-1.7	-11	-5	0	1
8	O=C(COc1ccccc1)Nc1c2c(nn1-c1ccc(F)cc1)CS(=O)(=O)C2	0.9	2	2.2	-2	2.3	1	-0.7	-1	-5	-1	-6
9	CCN(CC)C(=O)COc1ccc(N(C)S(=O)(=O)c2ccc(NC(C)=O)cc2)cc1	1.1	-4	-1.9	-3	0.4	11	0.5	-1	4	-5	0
10	COc1ccccc1OCC(=O)N/N=C1/C=C(C)CC1	2.4	-2	1.6	0	5.0	-12	-0.8	1	2	-6	-3
11	Cc1ccc[n+](-c2[nH]c(=O)sc2/C=N/N=C(\[O-])CCn2c3ccccc3c3ccccc32)c1	5.1	-4	1.0	1	1.3	-22	-7.9	10	1	2	10
12	O=C(CSc1ccc(-c2ccc3c(c2)OCO3)nn1)Nc1nccs1	0.0	5	0.1	-1	0.5	-35	-0.2	1	-3	9	-7
13	Cn1c(=O)c2c(nc(N3CCCCCC3)n2CC(=O)c2ccc(Br)cc2)n(C)c1=O	0.1	0	-0.2	-1	-0.8	-8	1.3	-3	-3	-12	-17
14	COc1ccc(CN2CCN(C(=O)c3ccccc3F)CC2)c(OC)c1OC	1.6	7	-2.0	-3	-1.1	10	1.9	2	-5	5	7
15	O=C(O)c1ccc(CS(=O)c2cccc(C(F)(F)F)c2)o1 (stereo not given)	0.5	2	2.0	-1	2.8	14	0.6	0	-4	-13	22
16	CN(C(=O)c1ccc(NC(=O)Cc2cccc(NC(=O)C3CCCN(C(=O)C4CCC4)C3)c2)cc1)C1CCCC1 (stereo not given)	-2.0	3	-2.7	4	1.8	-8	-2.4	0	-9	2	7
17	Cc1ccc(S(=O)(=O)/N=C(\c2ccccc2)N(C)S(=O)(=O)c2ccccc2)cc1	4.1	0	-0.3	19	2.4	-1	0.7	-3	-3	4	-3
18	CN(C)C(=O)CCc1ccc2c3c([nH]c2c1)[C@]1(CCc2ccccc2)[C@@H](C(=O)N2CCCCC2)C[C@H](CC(=O)NCCC2=CCCCC2)C(=O)N1CC3	-0.1	2	0.4	-1	1.3	-6	0.3	1	1	3	·
19	O=C(O)c1ccc(/C=N/NC(=O)c2ccc(NS(=O)(=O)c3cccs3)cc2)cc1	-2.2	2	-1.9	21	-1.7	-10	2.6	3	-8	-17	-44
20	COc1ccc(NC(=O)C2CCCN(S(=O)(=O)c3ccc(C)cc3)C2)cc1OC (stereo not given)	4.1	1	1.3	3	1.2	-8	-1.8	-3	-7	5	-8
21	COc1ccccc1/C=C1\NC(=S)N(CC2CCCO2)C1=O (stereo not given)	1.1	1	-1.0	-5	0.3	-2	2.5	-3	-15	-3	-3
22	CC(C)C(=O)NCCc1nc2ccccc2n1CCOc1ccccc1	3.0	0	-1.6	-6	-0.4	6	-0.3	-1	1	3	-19
23	CC(C)C(NC(=O)OCc1ccccc1)C(=O)O (stereo not given)	2.4	-3	1.0	0	2.2	-33	-0.2	1	-9	-13	2
24	O=C(CCC(=O)c1ccc(Br)cc1)Nc1cccnc1	1.4	0	3.4	18	3.8	-1	-3.2	-2	-4	3	6
25	CCCN(CCC)CCNC(=S)Nc1ccc2nc3n(c(=O)c2c1)CCCCC3	-0.4	3	-0.5	-5	3.2	-30	1.3	-1	6	6	2
26	O=c1cc(COc2ccc(Cl)c(Cl)c2)nc2sccn12	1.6	0	1.3	-3	-2.6	-9	3.3	-5	-7	-12	-13
27	c1ccc(N=P(c2nc3ccccc3o2)(N2CCOCC2)N2CCOCC2)cc1	1.3	7	0.6	-8	2.7	7	-0.4	-2	-2	-8	-3
28	COc1ccc(NC(=O)CSc2nc3nc(C)cc(C)c3c(=O)[nH]2)cc1OC	1.7	3	1.9	3	3.1	-8	0.4	1	2	-3	14
29	Cc1ccc(N(C)C(=O)N2CCN(c3ccccn3)CC2)cc1	0.4	0	-1.1	0	3.7	0	-1.1	-2	11	5	-6
30	Oc1c(Br)cc(Cl)cc1C=Nc1ccc(N2CCOCC2)cc1	0.2	·	-2.6	-2	3.9	·	-0.8	·	·	·	17

Part of the list above, with each value named:
16	CN(C(=O)c1ccc(NC(=O)Cc2cccc(NC(=O)C3CCCN(C(=O)C4CCC4)C3)c2)cc1)C1CCCC1 (stereo not given)
  AddAB inh: -2.0	HTR5A ag ctr: 3	Ecoli viability: -2.7	Tat transport: 4	phage Ecoli inh: 1.8	HTR5A inv ag: -8	CDK5 p35 inh: -2.4	DAGLB inhibitor: 0	PKA-R2B act: -9	PKA-R1A activ: 2	SUMO Mot1 rescue: 7

17	Cc1ccc(S(=O)(=O)/N=C(\c2ccccc2)N(C)S(=O)(=O)c2ccccc2)cc1
  AddAB inh: 4.1	HTR5A ag ctr: 0	Ecoli viability: -0.3	Tat transport: 19	phage Ecoli inh: 2.4	HTR5A inv ag: -1	CDK5 p35 inh: 0.7	DAGLB inhibitor: -3	PKA-R2B act: -3	PKA-R1A activ: 4	SUMO Mot1 rescue: -3

(continued)
entry	compound	AddAB inh	HTR5A ag ctr	Ecoli viability	Tat transport	phage Ecoli inh	HTR5A inv ag	CDK5 p35 inh	DAGLB inhibitor	PKA-R2B act	PKA-R1A activ	SUMO Mot1 rescue
31	COc1ccc(-c2cc(C(=O)NCCN3CCOCC3)c3ccccc3n2)cc1OC	-0.1	-7	-1.6	5	0.0	17	0.3	2	6	0	-1
32	COc1ccc(OCCCC(=O)OC(C)C(=O)Nc2ccc(C)cc2)cc1 (stereo not given)	2.2	2	1.4	3	0.1	-6	-1.7	-4	-10	-6	151
33	N#Cc1ccccc1CSc1nc2ccsc2c(=O)n1Cc1ccccn1	1.6	7	-2.1	14	3.5	-17	-6.6	-4	-8	-6	3
34	O=C(CSc1nc2scc(-c3ccccc3)c2c(=O)[nH]1)NCCc1ccccc1	0.7	5	1.9	8	1.2	4	0.3	0	6	-6	-5
35	Cc1cc(Cl)ccc1OCCCC(=O)NCCCn1ccnc1	2.2	4	1.6	1	3.3	-15	-1.0	0	-13	0	206
36	Cc1ccc(CN(Cc2ccccn2)C(=O)Nc2c(F)cccc2F)cc1	-1.7	1	0.5	4	1.7	-4	-0.6	-1	-12	-5	-7
37	Cc1ccc(C)c(OCc2nnc(SCC(=O)NC(=O)NCc3ccco3)o2)c1	0.2	0	0.9	-2	5.0	-12	-0.4	1	0	-3	·
38	Cc1c(NC(=O)c2cc(CC(C)C)on2)c(=O)n(-c2ccccc2)n1C	3.7	1	3.2	-3	1.1	-4	1.0	0	3	-6	-6
39	O=C(c1ccccc1F)N1CCN(Cc2nc3sc4c(c3c(=O)[nH]2)CCCC4)CC1	2.0	0	-0.5	10	-0.9	6	-0.7	-1	-2	3	-8
40	CCOC(=O)c1c(C)[nH]c(C)c1C(=O)COC(=O)c1c(OC)cccc1OC	-2.2	0	-0.5	-12	1.1	1	-1.9	-5	0	-4	8

Of the compounds above, three have a COOH group.
entry	compound	AddAB inh	HTR5A ag ctr	Ecoli viability	Tat transport	phage Ecoli inh	HTR5A inv ag	CDK5 p35 inh	DAGLB inhibitor	PKA-R2B act	PKA-R1A activ	SUMO Mot1 rescue
15	O=C(O)c1ccc(CS(=O)c2cccc(C(F)(F)F)c2)o1 (stereo not given)	0.5	2	2.0	-1	2.8	14	0.6	0	-4	-13	22
19	O=C(O)c1ccc(/C=N/NC(=O)c2ccc(NS(=O)(=O)c3cccs3)cc2)cc1	-2.2	2	-1.9	21	-1.7	-10	2.6	3	-8	-17	-44
23	CC(C)C(NC(=O)OCc1ccccc1)C(=O)O (stereo not given)	2.4	-3	1.0	0	2.2	-33	-0.2	1	-9	-13	2

New compounds follow
entry	compound	AddAB inh	HTR5A ag ctr	Ecoli viability	Tat transport	phage Ecoli inh	HTR5A inv ag	CDK5 p35 inh	DAGLB inhibitor	PKA-R2B act	PKA-R1A activ	SUMO Mot1 rescue
41	CCN(CC)S(=O)(=O)c1ccc(C)c(NC(=O)c2cc(C)oc2C)c1	-0.6	-4	1.2	5	0.3	-15	0.4	-3	-3	-6	-8
42	Nc1cc2c(cc1[N+](=O)[O-])-c1ccccc1C2=NO	·	0	·	0	2.4	0	25	35*	-5	3	·
43	COc1cc(NC(=O)CN2C(=O)c3ccccc3C2=O)c(C(=O)O)cc1OC	0.9	-1	0.0	-2	0.6	6	0.2	6	5	-6	4
44	CC1CCN(S(=O)(=O)c2ccc(C(=O)N3CCN(c4ccccc4F)CC3)cc2)CC1	4.4	4	-1.0	-1	1.9	0	-1.5	2	-13	-2	i
45	CCCCOCC(O)Cn1c(C)nc2ccccc21 (stereo not given)	-2.6	-4	-1.7	0	-0.6	9	2.4	4	0	-20	-3
46	COCCn1c(C(C)C)nc2sc3ccccc3c(=O)c2c1=O	1.2	1	0.2	-9	·	-26	0.4	0	5	-3	11
47	CS(=O)(=O)c1ccc(C(=O)Nc2ccc(-c3nc4ccccc4[nH]3)cc2)cc1	2.9	-4	1.4	-1	-2.9	3	0.3	1	6	0	194
48	COc1ccc(Br)cc1CN(C)CC(=O)Nc1cc([N+](=O)[O-])ccc1OC	1.2	2	0.0	1	4.9	4	-3.0	-7	0	-8	-2
